# Rab7 wt GTP bind = alters GTP binding to wildtype dog Rab7 | GST-Rab7 beads, fluorescent GTP binding, flow cytometry; actives lie on both sides; untreated = 100%, excess cold GTP = 0% | GTP binding activity (percent of control), % at 10 µM | 0.055% of 190,000 active | AID 758;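 active = fluorescent GTP binding to Rab7 beads changed by at least 20 points from the 100% baseline, either direction, mostly lower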;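 note: median green fluorescence of bound Bodipy-FL-GTP per Rab7 bead population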
# Bim-Mcl-1 = inhibitors of Bim-Mcl-1 interaction, human | Q07820 | Bead-based flow cytometry, Bim peptide-Mcl-1 binding | inhibition, % at 10 µM | 0.1% of 190,000 active | AID 1009; in the data active = inhibition above about 40%;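 note: 0% = no compound tracer wells and 100% = peptide blocker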
# Target sequence (Q07820 whole entry, looked up): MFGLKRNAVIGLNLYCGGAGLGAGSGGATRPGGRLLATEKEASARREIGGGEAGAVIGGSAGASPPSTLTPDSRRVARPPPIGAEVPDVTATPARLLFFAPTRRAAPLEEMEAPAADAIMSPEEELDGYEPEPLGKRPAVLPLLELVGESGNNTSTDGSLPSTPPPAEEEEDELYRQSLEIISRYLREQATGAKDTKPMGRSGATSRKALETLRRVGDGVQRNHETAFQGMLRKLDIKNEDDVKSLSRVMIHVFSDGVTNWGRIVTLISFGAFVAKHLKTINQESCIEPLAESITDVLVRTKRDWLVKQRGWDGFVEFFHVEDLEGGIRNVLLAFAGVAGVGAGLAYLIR
# Mcl1 Noxa PPI = disrupts binding of human Mcl-1 to Noxa peptide | Q07820 | TR-FRET Mcl-1/Noxa peptide binding, 2 h | inhibition, % at 21.7 µM | 1.5% of 220,000 active | AID 1022;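 active = compounds that cut the protein-peptide binding signal by more than 50% relative to plate controls in a single-dose test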;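 note: His-tagged Mcl-1 with rhodamine Noxa BH3 peptide and terbium anti-His antibody; 0% = Mcl-1 plus Noxa peptide wells and 100% = peptide-only wells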
# Rab2 wt GTP = changes GTP binding to wildtype dog Rab2A, up or down. P61105. GST-Rab2 wt beads, Bodipy-GTP binding, flow cytometry. GTP binding activity, % at 10 µM. 0.19% of 190,000 active;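 active = GTP binding activity at least 20 points away from 100%, either lowered or raised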;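 note: 0% = beads with excess unlabeled GTP and 100% = no-compound control corrected for plate trend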
# Pf gametocyte = P. falciparum stage V gametocyte viability inhibition; AID 743093; inhibition, % at 10.9 µM; P. falciparum stage V gametocytes, ATP luminescence, 24 h; 0.065% of 150,000 active;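 active = inhibition above the mean plus 3 SD of compounds within the control limits, set per campaign, cut at about 38% in these data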;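 note: 0% = DMSO wells and 100% = medium only without gametocytes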
# Rac1 mut GTP = alters GTP binding to activated mutant human Rac1 | P63000 | GST-Rac1 activated beads, fluorescent GTP binding, flow cytometry; actives lie on both sides; 100% means binding = to untreated wells | percent activity (GTP binding), % at 10 µM | 0.11% of 190,000 active | AID 764;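 active = GTP binding at least 20 percentage points away from the 100% baseline, in either direction, so actives lie on both sides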
# Rac1 wt GTP bind = modulators of human Rac1 wildtype GTP binding; P63000; GST-Rac1 beads, fluorescent GTP binding, flow cytometry; actives lie on both sides; 0 = cold GTP competed, 100 = untreated; GTP binding activity (% of control), % at 10 µM; 0.27% of 190,000 active;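 active = GTP binding activity at least 20 points away from the 100% control level, either lower or higher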
# HRas wt GTP bind = modulators of GTP binding to human HRas wildtype. GST-Ras wt beads, Bodipy-FL-GTP binding, flow cytometry; actives lie on both sides. 0.14% of 190,000 active. GTP binding activity, % at 10 µM. P01112;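 active = GTP binding activity at least 20% away from the 100% baseline, either lowered as inhibitor or raised as activator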;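 note: 0% = unlabeled GTP competition control and 100% = no-compound control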
# Target sequence (P01112 whole entry, looked up): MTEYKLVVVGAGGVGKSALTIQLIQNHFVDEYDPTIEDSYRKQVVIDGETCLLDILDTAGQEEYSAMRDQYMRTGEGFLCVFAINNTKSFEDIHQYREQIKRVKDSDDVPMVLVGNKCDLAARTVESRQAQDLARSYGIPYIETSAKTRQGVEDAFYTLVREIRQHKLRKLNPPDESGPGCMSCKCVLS
# Mcl1-Bid inh = Mcl-1/Bid interaction inhibition; Q07820; TR-FRET Mcl-1/Bid-Dy647 peptide binding, 1536-well; inhibition, % at 21.7 µM; 0.97% of 220,000 active; AID 1021;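 active = compounds that cut the binding signal by more than half at the single screening dose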;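 note: His-tagged Mcl-1 with europium anti-His antibody binding Bid BH3 peptide; 0% = Mcl-1 plus peptide wells and 100% = peptide-only wells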
# Cdc42 wt = modulators (inhibitors or activators) of GTP binding to human Cdc42 wildtype | P60953 | GST-Cdc42 beads, Bodipy-GTP binding, flow cytometry; actives lie on both sides | percent activity (GTP binding), % at 10 µM | 0.2% of 190,000 active | AID 761;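 active = percent activity GTP binding at least 20 points away from the 100% baseline, either down as inhibitor or up as activator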;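 note: median bead fluorescence of bound Bodipy-FL-GTP at 100 nM; 0% = excess unlabeled GTP control and 100% = no compound control; below 100% means less GTP binding so inhibitor and above means activator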
# Target sequence (P60953 whole entry, looked up): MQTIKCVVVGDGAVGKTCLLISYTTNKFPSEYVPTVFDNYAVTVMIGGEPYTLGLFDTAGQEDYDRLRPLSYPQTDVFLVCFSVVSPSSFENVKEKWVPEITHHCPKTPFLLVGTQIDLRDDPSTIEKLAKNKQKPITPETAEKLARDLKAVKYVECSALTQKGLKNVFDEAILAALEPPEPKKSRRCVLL
# Avidin bead fluor = compound fluoresces at 488/530 nm on avidin beads; compound fluorescence 488/530 nm, flow cytometry; hits give high values; fluorescence (KMESF) at 10 µM; 0.38% of 220,000 active; AID 1775; in the data active = fluorescence above about 47; note: inactives centre near 10
# An asterisk follows results filed as active; nt = no result given.
SMILES,Rab7 wt GTP bind,Bim-Mcl-1,Mcl1 Noxa PPI,Rab2 wt GTP,Pf gametocyte,Rac1 mut GTP,Rac1 wt GTP bind,HRas wt GTP bind,Mcl1-Bid inh,Cdc42 wt,Avidin bead fluor
OC(c1ccccc1)(c1ccccc1)C1CCN(C(=S)NCCc2ccccc2)CC1,93,-7,-12,93,21,95,97,95,-11,94,6
COc1ccc(N=C2NC(=O)/C(=C/c3ccc(O)c(OC)c3)S2)cc1,100,3,27,93,-18,95,90,92,-18,96,12
O=C(c1ccccc1)c1ccc2ccccc2n1,104,-3,-8,102,-9,100,110,102,-25,105,14
O=[N+]([O-])c1ccc2c(c1)CNc1ccccc1O2,104,0,16,99,3,97,102,98,-59,95,11
COc1c(OC(C)=O)ccc(/C=N\NC(=O)c2ccc(Br)cc2)c1[N+](=O)[O-],97,-4,19,95,4,91,100,94,-26,92,9
Nc1[nH]nc2nc(NCc3ccccc3)c3c(c12)CCN(Cc1ccccc1)C3,101,-1,-1,98,23,97,99,98,-13,99,35
CN1CCN(C(=O)c2cc(Cl)cc(Cl)c2NC(=O)c2ccco2)CC1,94,0,-10,94,11,96,96,92,-35,96,10
CC(C)(C)N/N=C/c1c(O)n(-c2ccc(Cl)cn2)c(=O)c2ccccc12,97,-1,8,100,-24,98,105,101,-17,104,3
CC(=O)Oc1c(Sc2ccccc2[N+](=O)[O-])c(C)nn1C(C)(C)C,101,2,14,98,nt,95,100,98,-23,96,11
CCOc1ccc(N(C(=O)c2ccccc2Cl)C2=NC(C)(C)CS2)cc1,94,2,4,96,21,93,99,95,-18,93,11
C=CCn1cc(C(=O)NCCCOCC)c(=O)c2cc(S(=O)(=O)N(CC)CC)ccc21,96,1,-2,94,-9,93,95,96,-2,98,8
CCOC(=O)Cc1csc(NC(=O)c2ccco2)n1,93,-1,-12,96,-14,97,100,95,5,100,7
Cc1c(NC(=O)C2CCCN(S(=O)(=O)c3cnc[nH]3)C2)c(=O)n(-c2ccccc2)n1C (centres undefined),98,1,4,101,nt,99,105,101,-38,102,5
COCCCN(C(C)=O)c1nc(-c2ccc(OC)cc2)cs1,93,-2,-34,94,8,96,99,95,-21,97,4
CCc1cccc(CC)c1NC(=O)CSc1nnc(C(C)C)n1CC,101,0,20,98,nt,94,104,103,-1,103,13
COc1cccc(/C=C/C(=O)OCC(=O)Nc2ccc(N3CCOCC3)cc2)c1OC,101,3,14,95,-4,90,91,98,-23,92,25
Clc1ccc(-c2nnc3sc(-c4ccc(Br)o4)nn23)cc1,101,2,26,99,5,99,99,99,23,98,5
CCNc1nnc(-c2ccc(C)cc2)o1,100,0,0,100,-35,95,95,99,-32,96,10
Cn1c(SCc2cccnc2)nc2cccnc21,99,-1,5,96,nt,96,95,100,-1,98,40
CCC(C)[C@@H](C(=O)N1CCNCC1)n1cc(CCCCN)nn1 (some centres undefined),98,1,7,97,-1,98,99,95,8,100,5

# Looked up by structure from the entries so far (two):
SMILES,Rab7 wt GTP bind,Bim-Mcl-1,Mcl1 Noxa PPI,Rab2 wt GTP,Pf gametocyte,Rac1 mut GTP,Rac1 wt GTP bind,HRas wt GTP bind,Mcl1-Bid inh,Cdc42 wt,Avidin bead fluor
Cc1c(NC(=O)C2CCCN(S(=O)(=O)c3cnc[nH]3)C2)c(=O)n(-c2ccccc2)n1C (centres undefined),98,1,4,101,nt,99,105,101,-38,102,5
CN1CCN(C(=O)c2cc(Cl)cc(Cl)c2NC(=O)c2ccco2)CC1,94,0,-10,94,11,96,96,92,-35,96,10

# Other entries follow:
SMILES,Rab7 wt GTP bind,Bim-Mcl-1,Mcl1 Noxa PPI,Rab2 wt GTP,Pf gametocyte,Rac1 mut GTP,Rac1 wt GTP bind,HRas wt GTP bind,Mcl1-Bid inh,Cdc42 wt,Avidin bead fluor
CCn1c(SCC(=O)N/N=C/c2c[nH]c3ccccc23)nnc1-c1ccc(C(C)(C)C)cc1,99,-1,4,96,6,97,99,99,6,97,15
O=C(N/N=C/C=C/c1ccco1)c1ccccc1Cl,100,2,23,101,nt,100,104,101,-12,101,9
O=C(O)COc1ccc(C(=O)c2ccccc2)cc1,98,-2,6,96,-18,95,99,94,10,92,12
CCS(=O)(=O)N1CCC(C(=O)NCc2ccc(F)cc2)CC1,96,1,-4,101,nt,97,102,102,14,104,30
CC1CCCN(C(=O)C2CCN(CCCc3ccccc3)CC2)C1 (centres undefined),102,-1,16,99,nt,100,109,104,36,106,35
COc1ccc2cc3cc(C(=O)NCCN4CCN(Cc5ccccc5)CC4)oc3nc2c1,96,0,22,96,nt,99,103,98,5,99,33
COc1ccc(C(CNC(=O)COc2ccc(F)cc2Br)N2CCCC2)cc1 (centres undefined),96,0,4,97,13,96,95,93,-4,97,11
Fc1ccc(COc2ccccc2CNc2nn[nH]n2)cc1,102,1,8,95,-7,91,89,98,-23,97,11
COC(=O)COc1cccc2c(=O)n(CC(=O)Nc3ccc4c(c3)OCCO4)ccc12,103,0,11,96,nt,92,98,96,3,94,7
Cc1c(N=Cc2c(O)n(C3CCCCC3)c(=O)[nH]c2=O)c(=O)n(-c2ccccc2)n1C,102,0,20,105,nt,102,110,103,-18,106,10
CCOc1ccc(NC(=O)CCS(=O)(=O)c2cccc3nsnc23)cc1,101,-5,-2,100,12,100,102,100,-31,100,7
CCc1ccc(C2C(C#N)=C(N)OC3=C2C(=O)CCC3)s1 (centres undefined),94,-4,0,95,5,95,98,95,-30,92,8
CCOc1ccc(-c2nnc3ccc(SCC(=O)Nc4nc5ccccc5s4)nn23)cc1,101,-2,2,99,-33,99,103,100,-27,100,17
O=C(c1ccc(Cl)c([N+](=O)[O-])c1)N1CCN(C(=O)c2ccco2)CC1,96,0,15,92,4,96,99,96,-10,96,11
O=C(O)COc1ccc(Br)cc1/C=N/O,95,0,-6,99,nt,98,101,99,-6,100,16
COc1ccc(/C=C(\C#N)C(=O)OCC(=O)NC(=O)NCCC(C)C)cc1,94,0,10,94,1,94,95,94,8,98,8
O=C(OCc1nc2scc(-c3ccccc3)c2c(=O)[nH]1)c1cccc([N+](=O)[O-])c1,94,3,18,94,nt,94,99,93,-10,98,12
O=C(CC(Cc1ccccc1)c1ccco1)NC1CCCCC1 (centres undefined),100,-4,13,98,nt,98,100,99,-9,99,37
COc1cc(C2C(C(C)=O)=C(O)C(=O)N2CCc2ccc(OC)c(OC)c2)ccc1O (centres undefined),102,-2,6,102,nt,100,106,102,8,105,6
COc1ccc(N2CCCCn3c2nc2c3c(=O)[nH]c(=O)n2C)cc1,96,-1,12,96,nt,95,95,96,-19,96,13
C#CC1(O)CC(C)NCC1(C)CCC#N (centres undefined),98,5,-6,99,-20,99,99,100,-13,101,7
Cc1ccccc1Oc1ccc(NC(=O)C2CC=CCC2C(=O)O)cc1 (centres undefined),102,-1,1,97,-17,99,99,99,-38,101,6
CCc1nc2ccccc2n1CCC(=O)O,95,0,23,96,-27,93,97,96,13,97,6
CCC1CCCCN1CCCNC(=O)c1cn(CC)c2ccc(S(=O)(=O)N3CCc4ccccc4C3)cc2c1=O (centres undefined),93,1,26,97,5,96,99,96,-21,95,8
O=C(NC1(C(F)(F)F)NC(=O)N(C2CCCCC2)C1=O)c1cccs1 (centres undefined),101,-3,2,104,nt,101,102,103,-23,104,17
O=C(Cc1cccs1)Nc1ccc(C(=O)O)cc1,94,-1,-1,97,-3,98,99,98,-9,102,7
Clc1ccccc1Cn1nnc(-c2cccs2)n1,101,1,13,98,-8,96,100,100,-14,102,7
Cc1ccc(Oc2ccc3c(c2)C(=O)N(c2cccc4cccnc24)C3=O)cc1,98,1,-10,101,-21,97,97,102,-11,101,9
Fc1ccc(/C=N/n2cnn(Cc3ccccc3Cl)c2=S)cc1,95,-8,-10,100,16,96,97,96,-20,100,8
CCc1nnc(NC(=O)CSc2nnc(C)n2Cc2ccccc2)s1,94,3,-4,97,7,99,100,96,-2,95,4
CSC1=NCCN1C(=O)c1ccc(S(=O)(=O)N2CCOCC2)cc1,100,-1,12,103,nt,98,104,102,-5,102,7
COc1ccc(OC)c(S(=O)(=O)NC(N)=NCCc2ccccc2OC)c1,97,-1,-23,100,nt,97,97,95,15,94,7
COc1cc([N+](=O)[O-])cc2sc(NC(=O)c3c(F)cccc3F)nc12,91,3,-1,90,1,91,95,91,2,91,11
COC(=O)CC1SC(=O)NC1=O (centres undefined),102,-2,3,103,-27,101,102,104,4,104,37
CC(=O)N1N=C(c2ccc3ccccc3c2)OC1(C)C,95,-3,8,96,4,98,99,96,1,92,10
COc1cc(C(=O)O)cc(NC(=O)c2cccs2)c1OC,98,3,12,92,3,93,95,95,-22,92,14
CN=c1sc2ccccc2n1CC(O)c1ccccc1 (centres undefined),99,-4,3,96,-10,96,101,96,-25,97,13
CCc1cc2cc(C)cc(C)c2nc1SCC(=O)N1CCCC1,96,4,-16,98,-19,99,98,100,-2,97,8
CC(C)OCC(O)CCc1n[nH]c(=S)n1-c1ccccc1 (centres undefined),108,-5,-11,100,-3,100,101,101,-38,99,12
COc1ccc(S(=O)(=O)N2CCOCC2)c(C)c1C,95,-4,2,100,11,101,103,100,-3,102,7
CCOC(=O)C1(Cc2ccccc2C(F)(F)F)CCN(C(=O)c2cc(C(C)=O)n[nH]2)CC1,99,-3,0,96,13,97,98,97,-3,97,9
CCC(C)C(=O)Nc1nc2ccc(S(C)(=O)=O)cc2s1 (centres undefined),96,-5,3,100,-6,96,101,96,-2,96,13
COCCOC(=O)c1c(C)oc2ccc(OCC=C(C)C)cc12,98,-1,-26,99,nt,97,101,99,-12,100,48*
CCC(CC)c1nnc(NC(=O)Cc2cccs2)s1,94,-2,-5,99,nt,96,95,97,-16,96,10
C=C(C)CSc1nnc(-c2ccc(OC)c(OC)c2)n1N,93,2,-8,94,15,93,97,96,2,95,6
CCn1c(=NC(=O)c2ccco2)sc2cccc(F)c21,99,-2,-5,102,nt,99,105,99,-6,102,6
Cc1ccc(C(=O)Cn2c3[n+](c4ccccc42)CC(O)CS3)cc1 (centres undefined),98,-2,13,98,-6,95,99,97,-11,101,11
Nc1c(C(O)(C(F)(F)F)C(F)(F)F)ccc2ccccc12,96,-5,11,99,-12,100,105,99,-30,102,17
Cc1[nH]nc2c1C(c1ccc(F)cc1)C(C#N)=C(N)O2 (centres undefined),99,-1,7,96,19,97,100,99,-72,99,5
CS(=O)(=O)NCCNc1ncc(C(F)(F)F)cc1Cl,101,0,13,98,22,100,103,99,-35,97,11
COc1ccc(S(=O)(=O)N(C)c2ccc(C(=O)NCC3CCCO3)cc2)cc1 (centres undefined),103,0,-9,100,nt,97,100,100,-19,98,16
O=C(Nc1ccc2c(c1)OCO2)Nc1cnccn1,96,-1,10,95,nt,92,90,94,-23,92,12
COc1ccccc1N1CCN(c2ccc([N+](=O)[O-])cc2Cl)CC1,102,-4,-22,105,20,104,110,103,-15,102,10

# 3 compounds already listed, arranged by the value under Rab7 wt GTP bind, rising.
Molecule,Rab7 wt GTP bind
CCOc1ccc(N(C(=O)c2ccccc2Cl)C2=NC(C)(C)CS2)cc1,94
COc1cc(C(=O)O)cc(NC(=O)c2cccs2)c1OC,98
CCc1cccc(CC)c1NC(=O)CSc1nnc(C(C)C)n1CC,101

# Assay outcomes from PubChem.
